Compound activity as filed in PubChem.
TRPC6 inh – inhibitors of mouse TRPC6 channel; HEK293-TRPC6, membrane potential dye, ACh-evoked depolarization; active compounds read low; B-score at 10 µM; AID 2553; 1.1% of 310,000 active;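 active means B-score under library mean minus 3 SD, initial fluorescence not abnormally high, positive integrated signal ratio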;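 further: B-score derived from integrated fluorescence ratio over the kinetic read; more negative B-score means stronger inhibition of depolarization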
MrgX1 PAM – allosterically activates human MrgX1 receptor signaling. Q96LB2. MrgX1-HEK293, Fluo-4 calcium flux, FDSS; active compounds read high. B-score at 10 µM. 0.63% of 310,000 active;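 active means plate-corrected calcium response at least 3 library SD above typical, normal starting fluorescence, not activating the receptor alone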;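 further: compound read alongside a low EC10 to EC30 dose of BAM8-22 agonist; peak minus trough fluorescence over baseline measured at the second addition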
Target sequence (Q96LB2 whole entry, looked up): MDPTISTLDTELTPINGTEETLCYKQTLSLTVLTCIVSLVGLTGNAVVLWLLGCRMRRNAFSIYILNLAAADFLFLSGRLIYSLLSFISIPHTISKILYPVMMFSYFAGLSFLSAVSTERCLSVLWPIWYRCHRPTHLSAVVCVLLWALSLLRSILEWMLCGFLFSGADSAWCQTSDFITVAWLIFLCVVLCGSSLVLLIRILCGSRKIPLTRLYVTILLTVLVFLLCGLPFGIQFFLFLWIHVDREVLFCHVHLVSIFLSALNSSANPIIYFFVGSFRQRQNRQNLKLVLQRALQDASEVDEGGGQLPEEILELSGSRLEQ
MrgX1 ag – activates human MrgX1 receptor signaling | Q96LB2 | MrgX1-HEK293 cells, Fluo-4 calcium fluorescence, agonist mode; active compounds read high | B-score at 10 µM | 0.44% of 310,000 active;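 active means calcium response B-score plate-corrected fluorescence ratio at least 3 library SD, with starting fluorescence B-score inside 5 SD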
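Material: MrgX1-expressing HEK293 cells / Dosing: compound as first of three additions / Incubation: overnight seeding, then 1 h dark dye loading / Signal: Fluo-4 NW calcium fluorescence / Evaluation: B-scored fluorescence response ratio / Benchmarks: positive and negative control wells on each plate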
TMEM16A inh – inhibitors of mouse TMEM16A calcium-activated chloride channel | HEK293 TMEM16A/YFP iodide influx fluorescence, ionomycin | normalized B-score (activity score, 25-100; higher = stronger inhibition) at 10 µM | 1.2% of 310,000 active | AID 588511;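 active means ratio plate-corrected score three or more library SD toward inhibition, starting fluorescence score within five deviations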;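 further: score derived from kinetic fluorescence span divided by baseline fluorescence per well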
TMEM16A act – mouse TMEM16A channel activation, primary screen | Q8BHY3 | HEK293 TMEM16A/YFP-H148Q/I152L, iodide quench fluorescence; active compounds read low | B-score at 10 µM | 0.3% of 340,000 active;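 active means fluorescence-ratio B-score plate-corrected deviation score at least 3 library SD below zero, with starting fluorescence score within 5 deviations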;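 further: channel opened by trigger with iodide after compound preincubation; score built on the fluorescence ratio of max minus min over baseline; more negative score means more quench and so TMEM16A activation or potentiation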
MrgX1 antagonist – blocks BAM8-22 activation of human MrgX1 receptor; B-score at 10 µM; Q96LB2; 1.3% of 310,000 active; MRGX1-HEK293 calcium flux, Fluo-4, BAM8-22 antagonism; active compounds read low; AID 588676;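 active means calcium-response B-score plate-corrected more than 3 library SD below zero, starting fluorescence within 5 deviations, no agonist response on first addition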;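 further: peak minus trough fluorescence over baseline after final BAM8-22 challenge near maximal dose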
TRPC4 block – inhibitors of mouse TRPC4 channel; Q9QUQ5; HEK293 TRPC4beta/mu-opioid, DAMGO-evoked Fluo4 calcium flux; active compounds read low; B-score at 10 µM; 0.39% of 300,000 active;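 active means B-score over 3 SD under the library average, no early fluorescence shift, positive overall ratio signal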
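Signal: kinetic Fluo4 fluorescence imaging of calcium influx. Material: stable TRPC4beta/mu-opioid receptor HEK293 cells. Probe or stimulus: DAMGO in two steps, submaximal then maximal.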
TRPC4 PAM – allosteric potentiators of mouse TRPC4 channel | HEK293 TRPC4beta/mu-opioid, DAMGO EC20, Fluo-4 Ca2+ flux; active compounds read high | B-score at 10 µM | 0.42% of 310,000 active | AID 2227;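 active means B-score of calcium response area above 5 SD of library B-scores, with initial fluorescence ratio within 5 SD of library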;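 further: B-score of integrated fluorescence ratio over time as area under calcium response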
TRPC6 act – activators of mouse TRPC6 channel | HEK293-TRPC6 membrane potential dye fluorescence; active compounds read high | 0.13% of 310,000 active | AID 2550 | B-score at 10 µM;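 active means B-score of the integrated fluorescence ratio above library mean plus 3 SD, and starting fluorescence ratio within library mean plus 5 SD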;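 further: higher score means more depolarization so channel activation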
TRPC4 agonist – opens the mouse TRPC4 cation channel; Q9QUQ5; HEK293 TRPC4beta/mu-opioid, Fluo4 calcium fluorescence; active compounds read high; B-score at 10 µM; 0.49% of 310,000 active;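 active means B-score above 5 SD of library B-scores, and initial fluorescence ratio not above library mean plus 5 SD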;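 further: positive B-score marks a calcium rise read as TRPC4 activation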
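Material: HEK293 stable line with TRPC4beta plus mu-opioid receptor; technique: Fluo4 calcium-sensitive dye fluorescence, kinetic, 1 Hz baseline; timing: Fluo4 dye loading 45 min at room temperature, 110 s recording; controls: assay buffer as low control, maximal DAMGO as high control; read-out: integrated baseline-normalised fluorescence ratio, converted to per-well B score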
SKKanGAS inh – blocks kanamycin growth of S. pyogenes SKKanGAS strain | BacTiter-Glo, 6 h | inhibition, % at 7.5 µM | 1.3% of 300,000 active | AID 1662;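 active means mean replicate score, as percent of positive control median, at least 50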;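 further: strain carries kanamycin resistance gene driven by streptokinase promoter and grows in 40 µg/ml kanamycin; loss of luminescence reflects streptokinase promoter inhibition or plain growth inhibition; 0% = median of DMSO wells and 100% = positive control at its reference dose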
Active calls of the source: *; i = inactive; · = not tested or not shown.

The line under a structure holds: TRPC6 inh	MrgX1 PAM	MrgX1 ag	TMEM16A inh	TMEM16A act	MrgX1 antagonist	TRPC4 block	TRPC4 PAM	TRPC6 act	TRPC4 agonist	SKKanGAS inh
> C#CCOCCOCCOCCNc1nc(N2CCN(C(=O)CCCCCCCCCCNC(=O)[C@@H](CCC(=O)O)n3cc(CCCCCN)nn3)CC2)nc(N2CCN(C(=O)CCCCCCCCCCNC(=O)[C@H](CCCCN)n3cc(C[C@@H](C)CC)nn3)CC2)n1
    ·	i	69.5*	100*	-5.73*	i	·	·	·	·	·
> Cc1sc(NC(=O)CN2CCOCC2)nc1-c1ccc2c(c1)CCN2S(=O)(=O)c1ccccc1
    i	i	i	25*	i	i	i	i	i	i	7.6
> Cc1ccc(S(=O)(=O)/N=C(/Sc2ccccc2C(=O)O)c2ccccc2)cc1
    i	i	i	i	i	i	i	i	i	i	8.4
> COc1ccc([C@@H]2C[C@H](c3ccccc3)Oc3cc(C)cc(C)c32)cc1
    i	·	·	·	i	·	i	i	i	i	5.1
> O=C(CN(Cc1ccco1)C(=O)c1nsc(Cl)c1Cl)NC1CCCCC1
    i	i	i	i	i	i	i	i	i	i	2.0
> COc1cccc(-c2ccc(=O)n(CC(=O)Nc3ccc(C(=O)N4CCCC4)cc3)n2)c1
    i	i	i	i	i	i	i	i	i	i	-4.1
> NS(=O)(=O)c1ccc(CCNC(=O)CSc2nc3ccccc3c(=O)n2CCN2CCOCC2)cc1
    i	i	i	i	i	i	i	i	i	i	4.4
> CC1CCCC(C)N1C(=O)Cn1c(=O)sc2ccccc21 (centres undefined)
    i	i	i	i	i	i	i	i	i	i	-1.8
> O=C(NCc1cccnc1)c1ccc(CN2CCc3ccccc3C2)cc1
    i	i	i	i	i	i	i	i	i	i	-0.7
> CC(=O)Oc1c(Sc2ccccc2[N+](=O)[O-])c(C)nn1C(C)(C)C
    i	i	i	i	i	i	i	i	i	i	2.3
> CCOC(=O)N1CCN(C(=O)CNC(=O)c2ccc(Cl)cc2)CC1
    i	i	i	i	i	i	i	i	i	i	-3.3
> COC(=O)C1C(=O)C2=C(CC1C)NC(C)=C(C(=O)OCCOc1ccccc1)C2c1ccc(C)o1 (centres undefined)
    i	i	i	i	i	i	i	i	i	i	6.6
> CN(C(=O)CSc1cn(CC(=O)N2CCOCC2)c2ccccc12)c1ccccc1
    i	i	i	i	i	i	i	i	i	i	2.3
> COCCNC(=O)C(=O)N/N=C/c1ccc(C(=O)OC)cc1
    i	i	i	i	i	i	i	i	i	i	2.0
> CCOc1cc(/C=N/n2c(C)nnc2C)ccc1O
    i	i	i	i	i	i	i	i	i	i	-8.8
> COc1cc2ccccc2cc1C(=O)N1CCOCC1
    i	i	i	i	i	i	i	i	i	i	-1.6
> CCCCNC(=O)CNC(=S)N(Cc1ccccc1)Cc1cccnc1
    i	i	i	i	i	i	i	i	i	i	4.4
> O=C(NCCCc1ccc(F)cc1)C1CCC(=O)N(CC2CCCCC2)C1 (centres undefined)
    i	i	i	i	i	i	i	i	i	i	2.8
> CN1CCN(/N=C/c2ccc(C#N)cc2)CC1
    i	i	i	i	i	i	i	i	i	i	-3.1
> Cc1cccc(OCCCN2CCCCCC2)c1
    i	i	i	i	i	i	i	i	i	i	-2.2
> CC(Oc1ccc(-c2ccccc2)c(F)c1)c1ccn(S(=O)(=O)c2ccc(Cl)cc2)n1 (centres undefined)
    i	i	i	i	i	i	i	i	i	i	13.6
> COc1ccc(NC(=O)/C(C#N)=C/c2ccc(-c3ccccc3C(=O)O)o2)cc1
    i	i	i	i	i	i	i	i	i	i	-3.0
> Cc1cc(=O)n(C)c2ccccc12
    i	i	i	i	i	i	i	i	i	i	-0.8
> CC(=O)Oc1ccc([N+](=O)[O-])cc1N1C(=O)c2ccccc2C1=O
    i	i	i	i	i	i	i	i	i	i	4.2
> O=C(NCCCO)c1cc2c([nH]c3ccccc32)c(-c2ccccc2)n1
    i	i	i	i	i	i	i	i	i	i	6.0
> CCc1ccc(NC(=O)CCc2ccc(CC)o2)cc1
    i	i	i	i	i	i	i	i	i	i	3.3
> CCOc1cc(CNCc2cccs2)cc(Br)c1OC
    i	i	i	i	i	i	i	i	i	i	0.6
> Cc1oc2ccc(O)cc2c1C(=O)c1ccc([N+](=O)[O-])cc1
    i	i	i	i	i	i	i	i	i	i	-0.4
> COCCn1c(-c2ccc(OC)cc2)cnc1SCC(=O)Nc1cccc2ccccc12
    i	i	i	i	i	i	i	i	i	i	-8.2
> O=C(O)c1cc(N/N=C/C(Cl)=C/c2ccccc2)ccc1Cl
    i	i	i	i	i	i	i	i	i	i	-16.1
> O=C1C(Cc2ccc3[nH]ccc3c2)NC(=S)N1c1ccccc1 (centres undefined)
    i	i	i	i	i	i	i	i	i	i	8.8
> COc1ccc(OC)c(C(=O)NC(CC(N)=O)c2ccc(NCC3CC3)c([N+](=O)[O-])c2)c1 (centres undefined)
    i	i	i	i	i	i	i	i	i	i	-4.2
> O=C(O)CC(c1ccc(OC2CCCC2)cc1)N1C(=O)c2ccccc2C1=O (centres undefined)
    i	i	i	i	i	i	i	i	i	i	11.6
> O=C(O)CC1S/C(=N/N=C/c2ccc(-c3ccc(Cl)cc3[N+](=O)[O-])o2)NC1=O (centres undefined)
    i	i	i	i	i	i	i	i	i	i	-10.0
> CCCc1cc(N2CCCC(C(=O)Nc3cc(Cl)ccc3OC)C2)n2ncnc2n1 (centres undefined)
    ·	i	i	i	i	i	·	·	·	·	·
> c1ccc(Cn2nnc3c(NCC4CCCO4)ncnc32)cc1 (centres undefined)
    i	i	i	i	i	i	i	i	i	i	1.4
> O=C(Cn1cc2c(n1)CCCC2)NCCc1ccccc1
    i	i	i	i	i	i	i	i	i	i	-5.9
> COc1ccc(OCCOC(=O)Nc2ccccc2)cc1
    i	i	i	i	i	i	i	i	i	i	-2.0
> COCCCNC(=S)N1CCC(C(=O)c2ccc(Cl)cc2)CC1
    i	i	i	i	i	i	i	i	i	i	-4.6
> CCN1CCN(c2ccc(NC(=O)c3ccc(F)cc3)cc2Cl)CC1
    i	i	i	i	i	i	i	i	i	i	-1.7
> C=CCn1c(-c2cnn(-c3ccccc3)c2N)n[nH]c1=S
    i	i	i	i	i	i	i	i	i	i	-3.4
> COc1cc(-c2nc3cnccc3n2C)cc(OC)c1OC
    i	i	i	i	i	i	i	i	i	i	-1.2
> Cc1nn(-c2ccccc2)c(Cl)c1/C=N/Nc1nc2ccccc2[nH]1
    i	i	i	i	-7.34*	i	i	i	i	i	30.3
> O=c1[nH]c2ccccc2nc1/C=C(\O)C(F)F
    i	i	i	i	i	i	i	i	i	i	-4.2
> O=C(N/N=C/C=C/c1ccccc1)C(O)c1ccccc1 (centres undefined)
    i	i	i	i	i	-5.9*	i	i	i	i	-12.8
> Nc1nc(SCc2ccccc2)[nH]c(=O)c1-c1ccccc1
    i	i	i	i	i	i	i	i	i	i	-15.6
> CC1=CC2=NC(=O)/C(=C\c3cccn3CCOc3cc(C)cc(C)c3)C(=N)N2O1
    i	i	i	i	i	i	i	i	i	i	7.1
> CCN(CC)S(=O)(=O)c1cccc(NC(=O)COc2ncnc3sccc23)c1
    i	i	i	i	i	i	i	i	i	i	3.8
> Cc1ccc(C2CC(=O)C=C(Nc3ccc(Cl)cc3)C2)cc1 (centres undefined)
    i	i	i	i	i	i	i	i	i	i	1.5
> Nc1nnc(SCCCOc2ccc(F)cc2)s1
    i	i	i	i	i	i	i	i	i	i	-17.3
> O=C(CCN1C(=O)/C(=C\c2cccc(Br)c2)SC1=S)NCCCN1CCOCC1
    i	i	i	i	i	i	i	i	i	i	9.8
> O=C(CCS(=O)(=O)c1ccccc1)N1CCN(c2cccc(C(F)(F)F)c2)CC1
    i	i	i	25*	i	i	i	i	i	i	7.4
> COC(=O)C(CC(C)C)NC(=O)CSc1nc(-c2ccccc2)c(C#N)c(=O)[nH]1 (centres undefined)
    i	i	i	i	i	i	i	i	i	i	-13.3
> CCn1c(Cc2ccccc2)nnc1SCC(=O)NC(C)(C)C
    i	i	i	i	i	i	i	i	i	i	-12.4
> COc1ccccc1CN1C[C@@H]2C[C@@H](c3cccc(O)c3)N3CCC[C@@]23C1=O
    i	i	i	i	i	i	i	i	i	i	5.1
> Cc1cc(C)c(S(=O)(=O)N2CCN(CCO)CC2)c(C)c1
    i	i	i	i	i	i	i	i	i	i	-2.7
> CCc1cccc(C)c1NC(=S)NCc1ccccc1
    i	i	i	i	i	i	i	i	i	i	-2.6
> CC(=O)Nc1ccc(NC(=S)Nc2ccccc2)cc1
    i	i	i	i	i	i	i	i	i	i	-3.3
> N#Cc1c(NC(=O)C2CCCO2)sc2c1CCCCCC2 (centres undefined)
    i	i	i	i	i	i	i	i	i	i	-4.0
> O=C(CN1CCOc2ccccc21)NCc1ccc(F)cc1
    i	i	i	i	i	i	i	i	i	i	-1.2

(next part)
The line under a structure holds: TRPC6 inh	MrgX1 PAM	MrgX1 ag	TMEM16A inh	TMEM16A act	MrgX1 antagonist	TRPC4 block	TRPC4 PAM	TRPC6 act	TRPC4 agonist	SKKanGAS inh
> COc1ccc(-c2c(C)sc(NC(=O)c3ccnn3C)c2C#N)cc1
    i	i	i	i	i	i	i	i	i	i	-18.0
> Cc1c(N2C(=O)/C(=C\c3ccccc3O)SC2=S)c(=O)n(-c2ccccc2)n1C
    i	i	i	i	i	i	i	i	i	i	8.0
> CC(=O)Nc1sc2c(c1C(c1cccs1)N1CCOCC1)CCCC2 (centres undefined)
    i	i	i	i	i	i	i	i	i	i	-1.4
> O=c1[nH]c(=O)n(C2C[C@H](O)[C@@H](CO)O2)cc1C(F)(F)F (some centres undefined)
    ·	i	i	i	i	i	·	·	·	·	·
> O=C(Cn1cncn1)N/N=C/c1ccc(Cl)cc1
    i	i	i	i	i	i	i	i	i	i	2.5
> CCOc1ccc(OCCC(=O)OC(C)C(=O)Nc2ccc(C(C)=O)cc2)cc1 (centres undefined)
    i	i	i	i	i	i	i	i	i	i	-11.0
> CCOC(=O)C1CCC2(CC1)C(C#N)=C(N)Oc1n[nH]c(C)c12 (centres undefined)
    i	i	i	i	i	i	i	i	i	i	-1.7
